Compound activity: PubChem BioAssay, The Scripps Research Institute Molecular Screening Center
CHRM1 agonist: human M1 muscarinic receptor agonists, primary screen, Fluo-8 calcium fluorescence, CHO-K1 cells, HTS; Muscarinic acetylcholine receptor M1 (Homo sapiens), P11229; CHO-K1 hM1, agonist mode; 0% DMSO, 100% acetylcholine EC100; activation, % at 3 µM; 360,000 tested, 0.33% active;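 active means activation above the run's mean compound activation plus 3 SD, cut at about 16% in these data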;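 further: peak over basal fluorescence ratio within a 140 s kinetic read after compound addition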
Target sequence (P11229 whole entry, looked up): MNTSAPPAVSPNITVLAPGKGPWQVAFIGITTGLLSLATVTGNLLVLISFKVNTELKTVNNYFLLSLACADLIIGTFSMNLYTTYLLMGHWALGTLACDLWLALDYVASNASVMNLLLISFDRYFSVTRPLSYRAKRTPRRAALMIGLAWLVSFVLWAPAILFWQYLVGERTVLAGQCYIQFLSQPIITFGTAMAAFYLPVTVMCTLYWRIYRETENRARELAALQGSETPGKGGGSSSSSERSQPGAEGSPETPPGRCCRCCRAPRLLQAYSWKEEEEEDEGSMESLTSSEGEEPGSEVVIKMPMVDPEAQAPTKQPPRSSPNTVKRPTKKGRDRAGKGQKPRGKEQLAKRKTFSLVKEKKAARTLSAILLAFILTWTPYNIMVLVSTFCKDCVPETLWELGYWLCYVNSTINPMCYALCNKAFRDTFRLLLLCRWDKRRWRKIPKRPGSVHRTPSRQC
M1 antag: human M1 muscarinic receptor antagonists, primary screen, CHO-K1 cells, Fluo-8 calcium fluorescence, 1536-well. inhibition, % at 3 µM. 360,000 tested, 1.3% active. CHO-K1 hM1, ACh EC80 antagonist. AID 588852, 2011;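 active means percent inhibition above its own plate's cutoff, namely the mean of that plate's compound wells plus 3 SD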;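 further: peak over basal fluorescence ratio during 140 s after agonist addition; 0% = ACh EC80 plus DMSO and 100% = DMSO alone without agonist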
V1R ag counter: agonists of human V1a receptor, primary screen, counter-screen for OXTR agonist project, fluorescence, CHO-V1R cells; AID 2797, 2010; 320,000 tested, 0.25% active; activation, % at 3 µM; Fluo-8 calcium fluorescence, agonist mode; 0% DMSO, 100% 3 nM vasopressin; Vasopressin V1a receptor (Homo sapiens), P37288;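 active means activation above the mean activation of all tested compounds plus 3 SD, per screening run, cut at about 20% in these data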;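 further: signal is peak over basal fluorescence ratio across a 100 second FLIPR read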
CHRM1 PAM: human M1 muscarinic receptor positive allosteric modulators, primary screen, CHO-K1 cells, Fluo-8 calcium fluorescence, 1536-well; 360,000 tested, 0.088% active; activation, % at 3 µM; CHO-K1 hM1, ACh EC20; 0% = ACh EC20, 100% = maximal ACh; Muscarinic acetylcholine receptor M1 (Homo sapiens), P11229; in the data active means activation above about 19%, passing the limit was not always enough
TAAR1 antagonist: human TAAR1 antagonists, primary screen, Fluo-8 calcium fluorescence, CHO RD-HGA16 cells; Trace amine-associated receptor 1 (Homo sapiens), Q96RJ0; antagonist; inhibition, % at 3 µM; 360,000 tested, 1.5% active; AID 624466, 2012;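 active means inhibition above a per-plate cutoff, the mean inhibition of test compounds on that plate plus 3 SD, cut at about 49% in these data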;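 further: 0% = DMSO plus EC80 beta-PEA response and 100% = DMSO alone without agonist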
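System: RD-HGA16 CHO cells with stable hTAAR1 and Gα16 | Probe or stimulus: EC80 β-phenethylamine stimulus | Dosing: 3 µM, single point | Times: Dye loading 75 min at 37 °C, then 30 min room temperature | Measured by: Fluo-8 calcium-sensitive fluorescence | Read-out basis: % inhibition of agonist calcium response | Replicates: n of 1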
OXTR potentiator: human OXTR potentiators, primary screen, fluorescence, CHO-OTR cells, Fluo-8 calcium. Fluo-8 calcium fluorescence, potentiator mode; 0% = oxytocin EC15, 100% = EC100. 320,000 tested, 0.061% active. AID 2445, 2010. Oxytocin receptor (Homo sapiens), P30559. activation, % at 3 µM;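 active means activation above that plate's cutoff, the mean activation of tested compounds plus 3 SD, cut at about 6.6% in these data, passing the limit was not always enough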;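 further: 100% uses oxytocin at 75 nM as the full agonist control; some results filed as inactive read as strong as hits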
Target sequence (P30559 whole entry, looked up): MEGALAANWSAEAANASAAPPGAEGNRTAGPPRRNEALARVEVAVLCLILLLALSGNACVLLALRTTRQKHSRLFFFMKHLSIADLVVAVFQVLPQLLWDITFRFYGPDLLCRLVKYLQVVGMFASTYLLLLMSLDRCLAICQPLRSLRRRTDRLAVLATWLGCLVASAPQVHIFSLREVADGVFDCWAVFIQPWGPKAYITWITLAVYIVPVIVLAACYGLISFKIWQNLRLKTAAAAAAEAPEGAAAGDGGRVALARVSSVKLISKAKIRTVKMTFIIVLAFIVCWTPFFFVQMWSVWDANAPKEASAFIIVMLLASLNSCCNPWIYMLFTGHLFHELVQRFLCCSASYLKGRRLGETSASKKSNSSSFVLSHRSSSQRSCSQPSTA
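assay system = CHO-OTR cells, human receptor | schedule = compound 6 min at room temperature before oxytocin, 100 s read | detection = Fluo-8 intracellular calcium fluorescence, ex 470-495, em 515-575 nm | evaluation = normalized max/min fluorescence ratio, % activation | control set = EC15 oxytocin alone as 0%, 75 nM oxytocin (EC100) as 100%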
CHO parental Ca: ATP-evoked calcium signal inhibitors, parental CHO, primary screen, counter-screen for OX1R antagonist project, cell-based, fluorescence, Fluo-8 calcium dye; 330,000 tested, 0.63% active; inhibition, % at 5.6 µM; parental CHO-K1, ATP-induced calcium, Fluo-8 fluorescence;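 active means inhibition above that plate's mean sample inhibition plus 3 SD, cut at about 26% in these data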;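 further: 0% = ATP-challenged DMSO wells and 100% = DMSO wells without ATP; some compounds past the cut are filed as inactive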
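Test system: parental CHO cells; detection: calcium-sensitive Fluo-8 fluorescence; evaluation: percent inhibition of calcium signal; also added: ATP as calcium-mobilizing challenge; repeats: one well per compound; control set: ATP-challenged DMSO wells low, unchallenged DMSO wells high; compound: single nominal dose of 5.6 µM per compound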
OXTR ag: human OXTR agonists, primary screen, fluorescence, CHO-OTR cells, Fluo-8 calcium | 320,000 tested, 0.32% active | Oxytocin receptor (Homo sapiens), P30559 | Fluo-8 calcium fluorescence; normalized: DMSO 0%, oxytocin 100% | activation, % at 3 µM;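 active means activation above the mean of all tested compounds plus 3 SD, cutoff set per screening run, cut at about 20% in these data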;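 further: peak over basal fluorescence ratio from a 100 s FLIPR kinetic read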
TAAR1 ag: human TAAR1 agonists, primary screen, Fluo-8 calcium fluorescence, CHO RD-HGA16 cells | Trace amine-associated receptor 1 (Homo sapiens), Q96RJ0 | vehicle wells 0%, saturating PEA agonist 100% | activation, % at 3 µM | 360,000 tested, 0.99% active | AID 624467, 2012;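 active means activation above the mean activation of all test compounds in the run plus 3 SD, cut at about 38% in these data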
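Repeats: no replicates (n 1) | Material: CHO-derived RD-HGA16 cells with stable Gα16 and human TAAR1 | Technique: Kinetic Fluo-8 calcium fluorescence | Schedule: 17-24 h seeding, 75 min 37 °C dye, 30 min RT | Evaluation: % activation from peak over basal fluorescence ratio, DMSO-to-PEA scaled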
The depositor's hits bear a star; . = no result given.

Order of results: CHRM1 agonist	M1 antag	V1R ag counter	CHRM1 PAM	TAAR1 antagonist	OXTR potentiator	CHO parental Ca	OXTR ag	TAAR1 ag
- C=C1C2(C(=O)Nc3ccc(SC(F)F)cc3)CCC(C2)C1(C)C (stereo not drawn)
  -9.5	8.0	2.1	-13.9	-1.7	-11.4	-19.4	-2.0	-1.1
- Cc1ccc([C@H]2C[C@@H](O)[C@H](n3cc(COC(=O)c4ccccc4)nn3)CN2Cc2cccs2)cc1
  -1.4	-0.1	.	0.7	4.7	.	.	.	0.2
- NC(=O)c1ccsc1NC(=O)COC(=O)CSc1ccc(Cl)cc1
  -1.0	25.4	7.9	-18.8	42.1	-12.9	42.1*	14.8	13.5
- O=C(CCC(=O)N(CC(=O)NC1CCCCC1)c1ccccc1F)Nc1nccs1
  -3.8	-1.4	0.8	3.1	6.8	-4.1	-15.7	0.1	2.8
- O=C(Cc1ccc(Br)cc1)N1CCOCC1
  -1.9	-11.2	1.2	10.8	0.8	-0.3	-7.6	0.1	0.5
- O=C(Cn1nc(C(F)(F)F)c2c1CCC2)NCc1ccc(F)cc1
  -6.1	-0.1	-0.6	1.6	3.3	1.0	-7.3	-1.7	4.8
- COc1ccc(C2SCC(C(=O)O)N2C(C)=O)cc1 (stereo not drawn)
  -5.5	6.3	0.0	-2.6	0.9	-2.1	4.0	-0.4	11.7
- CN(C(=O)Nc1ccc(Cl)cc1)c1c2c(nn1C)CCCC2
  -4.4	5.2	0.2	-2.2	0.5	-2.1	-8.4	-0.1	18.2
- Cc1nn(-c2ccccc2)c(C)c1/C=C/C(=O)OCC(=O)Nc1ncc(Cl)cc1Cl
  -13.4	-13.2	-0.5	4.6	-10.3	-1.0	-18.0	-2.0	-1.1
- CN(C(=O)COC(=O)c1ccc2c(c1)OCO2)C1CCCCC1
  -2.6	-7.5	0.7	-1.3	-25.1	7.1	-7.1	2.0	5.8
- Cc1c(C(=O)Nc2ccc3c(c2)OCCO3)cnn1C
  -3.4	-8.4	0.1	8.5	-4.2	2.5	-5.1	-0.4	-2.2
- C=CCNc1nc(C(=O)OCC(=O)c2cccc(Br)c2)cs1
  -3.6	-6.2	1.1	3.0	13.9	-2.5	-19.6	0.3	6.3
- Cc1cc(C)n(CCOC(=O)c2sc3ccccc3c2Cl)n1
  -5.3	-17.1	-1.4	-2.7	-1.6	-14.2	-29.7	-1.1	11.8
- O=C(c1cccnc1Cl)N1CCOCC1
  -4.4	-2.0	0.5	5.4	-15.2	-7.5	-8.2	0.0	4.0
- CCN1C(=NCCOC)N[C@@H](c2ccccc2)[C@H](C(=O)OC)[C@H]1C
  -0.5	-2.6	0.9	10.7	-8.6	4.7	-8.4	0.2	2.2
- Cn1c(C(=O)NCCCN2CCCCCC2)cc2c(=O)n(C)c3ccccc3c21
  -14.6	-9.6	-0.7	-0.9	4.9	-2.4	-2.7	0.6	0.1
- Cn1nnc2cc(C(=O)NC3CC3)ccc21
  -1.9	-11.6	2.1	9.0	-4.6	-6.4	-7.9	1.0	4.3
- O=C(NCc1ccncc1)Nc1cc(Cl)ccc1Cl
  -6.8	-4.3	0.9	8.3	-2.8	7.5	-6.2	0.7	8.4
- Cc1ccc(NC(=O)N(Cc2cc3cc(C)cc(C)c3[nH]c2=O)CC2COCCO2)cc1 (stereo not drawn)
  -0.5	6.0	0.0	3.9	10.5	-14.5	-5.7	-0.1	9.9
- CCn1c(=O)c2ccccc2n2c(SCC(=O)N3CCc4ccccc4C3)nnc12
  -8.1	11.7	-0.2	0.0	6.4	-4.0	-12.1	-0.8	-1.5
- CC1CCCN(S(=O)(=O)c2cccc3nonc23)C1 (stereo not drawn)
  -4.2	-1.6	.	5.2	-28.0	.	.	.	1.0
- Cc1[nH]n(-c2ccc(Cl)c(Cl)c2)c(=O)c1CCO
  0.6	-6.4	1.6	15.5	3.2	-15.4	-19.9	-0.7	4.8
- O=C1CC(c2ccccc2)N1c1ccccc1 (stereo not drawn)
  -3.0	18.9	0.1	-3.2	-13.4	-7.9	-12.7	-1.5	-0.3
- O=C(COC(=O)c1cccc(S(=O)(=O)N2CCc3ccccc32)c1)NCc1ccco1
  -4.4	4.0	3.6	-1.9	0.8	-4.7	-6.8	0.6	3.3
- Cc1cc(C(=O)N2CCC(Cc3ccccc3)CC2)c(C)o1
  -1.1	-7.8	-0.4	1.4	2.8	-9.8	-6.7	-1.3	0.5
- Clc1ncc(CN2CCN(c3ccccc3)CC2)s1
  -1.8	-4.0	0.3	7.6	15.9	2.7	-13.9	0.9	5.8
- O=C(O)CCNS(=O)(=O)c1ccc(Oc2ccccc2)cc1
  -4.6	-16.4	0.4	8.2	9.6	-1.3	-11.6	0.3	6.2
- Cc1onc(-c2ccccc2Cl)c1C(=O)N(Cc1ccccc1)C(C)C
  -6.3	2.8	-0.6	-0.2	-6.6	-6.2	-13.6	-2.0	1.3
- CCOC(=O)C1=NN(C(=O)c2ccccc2)C(O)(c2ccc(C)cc2)C1 (stereo not drawn)
  -2.9	1.7	1.8	5.4	-14.3	0.5	-17.4	-1.9	38.3*
- O=C(NCC1CCCO1)C(c1ccncc1)N(Cc1cccs1)C(=O)CN1C(=O)c2ccccc2S1(=O)=O (stereo not drawn)
  -5.7	5.0	1.1	-0.1	-6.1	-9.4	-18.4	-1.2	1.9
- O=C1N2CCSC2=NC1(NS(=O)(=O)c1ccccc1)C(F)(F)F (stereo not drawn)
  -3.0	-0.5	0.7	3.1	-10.7	-8.8	-12.5	1.4	10.8
- CCCCNC(=O)c1nc(C2CCN(S(=O)(=O)c3ccccc3)CC2)oc1-c1cccc(C(F)(F)F)c1
  -0.9	-28.5	.	1.3	0.5	.	.	.	0.5
- O=C(CCCOc1ccc(Cl)cc1Cl)NN1CCOCC1
  -6.3	-5.4	4.5	6.0	6.0	-6.2	-11.3	0.0	-1.2
- CN(CC(=O)Nc1ccccc1Br)C(=O)CNC(=O)c1ccco1
  -2.1	-8.1	0.3	9.7	-23.5	-1.6	13.2	0.6	3.9
- COC(=O)CSc1nc2cc(C)cc(C)c2cc1C#N
  -3.2	-7.9	0.3	4.5	6.2	-5.8	-15.9	-0.3	2.3
- COc1ccccc1CNC(=O)c1cccc(C)c1[N+](=O)[O-]
  -4.5	-3.5	-1.0	1.4	4.0	-2.9	-7.5	-1.6	4.6
- O=C(CSc1nc2ccccc2nc1N1CCCCC1)N1CCN(c2ccccc2)CC1
  -1.8	-11.5	0.3	5.9	-38.7	-8.4	-12.6	-1.2	-1.1
- COc1ccccc1NC(=O)N(C)C[C@@H]1OCc2cnnn2CCCC(=O)N([C@@H](C)CO)C[C@H]1C
  -3.6	-15.2	.	9.0	0.1	.	.	.	2.1
- O=C(c1ccccc1)c1cn[nH]c1-c1ccccc1O
  -2.8	-8.0	2.0	7.5	10.7	-1.9	25.5	1.9	16.4
- O=C(CSc1nnc(-c2ccccn2)n1-c1ccc(Cl)cc1)Nc1ccc2c(c1)OCO2
  -6.0	-6.2	0.6	5.1	-23.2	-7.0	-15.7	1.1	8.3
- CCOC(=O)C(Cc1ccccc1)C(=O)c1ccco1 (stereo not drawn)
  -4.0	-1.8	-1.6	6.4	-2.0	-7.7	-5.0	-0.4	-1.1
- COc1ccc(N2C(=O)N3[C@@H]4c5ccccc5OC[C@@H]4[C@@H](c4ccccc4)[C@@]3(C)C2=O)cc1
  -4.5	3.4	-0.1	0.2	-18.0	0.5	-10.9	1.4	11.8
- CCN(C(=O)c1ccc(S(=O)(=O)N2CCCC2)cc1)C1CCS(=O)(=O)C1 (stereo not drawn)
  -7.2	5.2	0.2	-3.5	12.1	-2.4	4.4	-0.1	-0.3
- CCC(C)C(NS(=O)(=O)c1ccc(C)cc1)C(=O)N1CCOCCOCCOCC1 (stereo not drawn)
  -3.0	-12.1	1.0	7.6	-2.5	-8.8	-11.2	-0.2	5.3
- O=C(Nc1ccc2c(c1)OCCO2)c1cc2sccc2n1Cc1ccc(F)cc1
  -2.5	-12.7	-1.0	-2.5	30.1	-16.8	-4.4	-1.8	-0.3
- CC(=O)N1CC=CC1(CC(C)C)C(=O)NCCc1c[nH]c2ccccc12 (stereo not drawn)
  -6.9	5.8	-0.3	0.8	11.1	-4.3	-15.7	0.1	0.9
- COC(=O)c1cc(OC)c(OC)cc1NC(=O)CCCCCN1C(=O)CCC1=O
  -3.3	-7.8	-0.8	4.6	14.9	-3.1	-20.1	0.1	0.6
- Cc1ccc(CNC(=O)c2ccc(CS(=O)(=O)c3ccccc3)o2)cc1
  -3.5	4.6	5.1	-8.1	22.2	0.8	-28.4	3.0	2.2
- N#Cc1ccc(NC(=O)N2CCC(c3nc4c(nnn4Cc4cccc(Cl)c4)c(=O)[nH]3)CC2)cc1
  -1.6	-5.6	4.6	2.4	13.1	-4.6	-2.5	0.7	10.5
- O=C(NCc1ccc(Cl)cc1)c1cc([N+](=O)[O-])ccc1Cl
  -5.8	-8.6	1.1	6.5	-7.2	6.4	-9.0	0.2	2.9
- CCCC(=O)Nc1ccc2nc(SCC(=O)Nc3ccc(N4CCOCC4)c(Cl)c3)sc2c1
  -0.4	28.6	2.7	-6.2	47.2	-12.9	-7.5	-0.3	9.4

By substructure, the compounds so far containing a COOH group.
Order of results: CHRM1 agonist	M1 antag	V1R ag counter	CHRM1 PAM	TAAR1 antagonist	OXTR potentiator	CHO parental Ca	OXTR ag	TAAR1 ag
- COc1ccc(C2SCC(C(=O)O)N2C(C)=O)cc1 (stereo not drawn)
  -5.5	6.3	0.0	-2.6	0.9	-2.1	4.0	-0.4	11.7
- O=C(O)CCNS(=O)(=O)c1ccc(Oc2ccccc2)cc1
  -4.6	-16.4	0.4	8.2	9.6	-1.3	-11.6	0.3	6.2
